Screening data (PubChem BioAssay)
human PMI inhibition: inhibitors of human PMI, primary screen, biochemical, fluorescence intensity, coupled assay (AID 1209); purified PMI enzyme, coupled fluorescence intensity; higher % means a stronger effect; inhibition, % at 20 µM, or IC50 in µM where a hit was titrated; 190,000 compounds, 0.42% hits;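 also: plate controls were DMSO vehicle for no effect and wells lacking substrate for full effect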
PMI inhibition: human PMI inhibitors, high substrate, primary screen, biochemical, fluorescence intensity, high mannose 6-phosphate (AID 1220) | Mannose-6-phosphate isomerase (Homo sapiens) | recombinant PMI enzyme, coupled fluorescence intensity; higher % means a stronger effect | inhibition, % at 20 µM; hits with a dose series show IC50 in µM | 190,000 compounds, 0.66% hits
P. falciparum M1AAP: P. falciparum M1AAP inhibitors, biochemical, fluorogenic H-Leu-NHMec substrate, 1536-well (AID 1445). one-dose inhibition, % at 30 µM; IC50 in µM for titrated hits. 220,000 compounds, 0.42% hits. recombinant M1AAP, H-Leu-NHMec fluorogenic kinetic assay; higher % means a stronger effect. Aminopeptidase N (Plasmodium falciparum (isolate 3D7));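 active = primary inhibition above the hit cutoff, then over 50% inhibition at one or more dose response concentrations, cut at about 23% in these data, passing the limit was not always enough; inconclusive = conflicting primary data, or primary hits not chosen for dose response; inactive = low primary inhibition, or under 50% at every dose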;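 also: plate controls were DMSO full reaction for no effect and no enzyme background for full effect; strong numbers were not always called active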
TNAP activators: human TNAP enzyme activators, primary screen, biochemical, luminescent, no phosphate acceptor, uHTS (AID 1001) | Alkaline phosphatase, tissue-nonspecific isozyme (Homo sapiens) | 200,000 compounds, 0.03% hits | one-dose activation fold at 20 µM; EC50 in µM for titrated hits | purified TNAP, luminescent activation assay, no phosphate acceptor; higher activation fold means a stronger effect; in the data active = activation fold from about 3, or a potency from the dose series; inactive = the rest, 99 in 100 with activation fold below about 1.6; also: many of its hits are not listed in these tables
K1F lysis inhibition: inhibition of K1F phage lysis, E. coli UTI89, bacterial capsule biogenesis inhibitors, alamar blue (AID 488966); E. coli UTI89 K1F phage lysis, alamar blue, 2 h; higher % means a stronger effect; one-dose inhibition, % at 100 µM; IC50 in µM for titrated hits; 340,000 compounds, 0.02% hits;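 active = phage lysis inhibition, versus mean bacterial control, above a set limit; inconclusive = no clear call, values can overlap the other calls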;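 also: capsule biogenesis inhibitors block K1F phage lysis so surviving cells raise fluorescence; higher fluorescence means more inhibition of phage lysis; actives were called in the ten point dose series up to 300 µM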
WT yeast gro inh: growth inhibition of WT strain, primary screen, mitochondrial fusion inhibitor project, WT and mutant strains, chemical genetic; mitochondrial fusion phenotypic screen; 190,000 compounds, 2.1% hits; inhibition, % at 10 µM; AID 1362, 2008; in the data active = inhibition above about 58%; tested in S. cerevisiae
Myeloid diff 2: induction of myeloid progenitor differentiation, primary screen, cell-based, flow cytometry, MLPCN library | ER-HoxA9 myeloid progenitors, lysozyme-GFP differentiation | calls only at 10 µM | 360,000 compounds, 1% hits | AID 624256, 2012;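 active = normalized GFP-positive differentiation at or above the plate's own cutoff, the solvent-only control mean plus 3 SD; inconclusive = no clear call, values can overlap the other calls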;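 also: cells exposed to compound for four days before flow analysis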
Lipid droplet: inhibitors of hepatocyte lipid droplet formation, primary screen, imaging, high-throughput imaging, BODIPY stain. AID 1656, 2009. inhibition, % at 6.5 µM. AML12 mouse hepatocytes, oleate lipid droplets. 240,000 compounds, 0.4% hits;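 active = lipid droplet intensity inhibited by at least 50%, with more than 500 cells counted; inconclusive = wells with under 300 cells, treated as cytotoxic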
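Material – mouse AML12 hepatocyte cell line, fixed after treatment · Compound dosing – one dose, 6.5 µM compound · Times – compound with oleate, overnight · Measured by – Image-based BODIPY and DAPI two-channel analysis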
ER stress rescue: rescue of cells from ER stress-induced death, primary screen, 384-well, CSM14.1, thapsigargin, ATP luminescence (AID 1222); CSM14.1 thapsigargin-induced death rescue, ATP luminescence; higher % means a stronger effect; cellular ATP content (survival), % at 20 µM, or EC50 in µM where a hit was titrated; 190,000 tested, under 10 active;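 active = EC50 below 50 µM in the dose-response confirmation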;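 also: death triggered by thapsigargin at about 15 µM added after 2 h compound pretreatment; cell ATP read after overnight thapsigargin exposure of roughly 18 to 22 hours; normalized against plate controls of thapsigargin alone and 5% DMSO vehicle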
WT yeast gro inh mutant strain: recorded beside WT yeast gro inh, whose call it bears; inhibition, %; mitochondrial fusion phenotypic screen, mutant strain inhibition
Lipid droplet cells 6.5 µM: recorded beside Lipid droplet, whose call it bears; cell count; measured here: cell count, cytotoxicity flag;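 cells counted across two imaged fields per well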
Myeloid diff 2 GFP+ MAC1+ %: also measured in Myeloid diff 2; calls as there; GFP+ MAC1+ double positive, %; measured here: differentiation confirmed by MAC1 staining
* = called active by the depositor; i = inactive; ? = inconclusive; . = not tested or not shown; [ ] = remark or other dose. Rule as the data show it, unless noted: active = inhibition above about 50%; inactive = the rest.

no.	Structure	Lipid droplet cells 6.5 µM	TNAP activators	ER stress rescue	P. falciparum M1AAP	Myeloid diff 2	K1F lysis inhibition	human PMI inhibition	Lipid droplet	Myeloid diff 2 GFP+ MAC1+ %	WT yeast gro inh	PMI inhibition	WT yeast gro inh mutant strain
1	Fc1ccc(NC(=S)N2CCSC2c2cccs2)cc1 (stereo unspecified)	755	1.1	2.0%	4%	i	-0.4%	-8%	0	0.8	24	-20%	-7
2	Nc1nc2c(c3c1c(=O)oc1ccccc13)CCCCC2	845	1.1	3.9%	0%	i	0.1%	11%	22	0.7	13	-1%	7
3	CC/C(=N\NC(=O)c1c[nH]c2ccccc12)c1cccs1	766	1	-6.4%	22%	i	-1.4%[50 µM]	-12%	-5	0.3	-15	-6%	-12
4	CCCOc1ccc(Cc2c(Cl)nc(SC)nc2OC)cc1	686	1	-3.2%	5%	i	0.0%	16%	2	0.8	38	16%	-18
5	O=C(COc1ccc(-c2ccccc2)cc1)NNC(=O)NC1CCCCC1	685	1.5	-1.1%	-6%	i	-0.8%	1%	-9	0.4	-3	8%	-13
6	CCOC(=O)/C(C)=N/NC(=O)c1ccc([N+](=O)[O-])cc1	687	1.4	1.6%	6%	i	-0.1%	3%	1	0.1	-2	1%	10
7	Nc1cccc(S(=O)(=O)c2ccc(N)c(N)c2)c1	784	1.1	0.7%	?	i	0.1%	7%	17	0.3	-7	8%	25
8	COc1ccccc1NC(=S)N(Cc1ccc(C(=O)O)cc1)Cc1ccc(OC)c(OC)c1	737	1	-7.0%	8%	i	-0.2%	-2%	-8	0.9	-2	-2%	-8
9	CC1=C(C#N)C(NC(=O)c2ccc(Cl)cc2)(C(F)(F)F)C(=O)N1 (stereo unspecified)	507	1.2	-0.1%	8%	i	-0.2%[50 µM]	7%	-6	0.3	-5	-4%	13
10	CN(C)CCCNC(=O)c1ccc(Oc2ccccc2)cc1	720	1.1	-0.5%	2%	i	0.4%	-9%	-10	0.1	13	-7%	-7
11	O=C(COc1ccc([N+](=O)[O-])cc1)Nc1ccc(C(=O)NCc2cccnc2)cc1	.	1.1	-3.3%	9%	?	-0.2%	-3%	.	.	-3	-4%	6
12	CCOc1ccc(/C=C2/SC(=S)N(n3c(C)ccc3C)C2=O)cc1	818	1	-3.2%	9%	i	0.3%	1%	17	1.2	46	-3%	-15
13	COC(=O)[C@@H](NC(=O)c1ccc(OC2CCN(Cc3ccccn3)CC2)cc1)C(C)C	645	1.1	1.3%	12%	i	-0.1%	5%	8	0.1	-7	7%	-9
14	Cc1cc(C)n2nc(C(=O)NCc3ccccc3)cc2n1	.	1.1	2.9%	-3%	i	0.3%	-8%	.	8.4	0	-4%	7
15	CCC(=O)c1ccc(N2CCOCC2)c(F)c1	.	.	.	2%	i	0.1%	.	.	0.8	-7	.	4
16	CSc1nnc(C(C)(C)C)c(=O)n1/N=C/c1ccc(C(C)C)cc1	652	.	.	2%	i	0.5%	.	-2	0.2	.	.	.
17	C=C(C)c1cccc(C(C)(C)NC(=O)Nc2nnc(C(C)C)s2)c1	624	.	.	-1%	i	1.0%[50 µM]	.	-1	0.5	.	.	.
18	O=C(c1ccc(F)cc1)N1CCN=C1c1ccccc1	676	1.1	-0.3%	9%	i	1.3%[50 µM]	-5%	13	1.3	-11	-4%	-4
19	COc1ccc(CCNc2cc(C)nc3c(-c4ccccc4)c(C)nn23)cc1OC	708	1.2	0.4%	6%	i	8.1%	11%	-24	0.4	28	10%	18
20	Cc1nc(NCCN2CCOCC2)c2nnn(Cc3ccccc3Cl)c2n1	729	1.1	2.6%	-2%	i	1.2%	-2%	1	5.1	14	-14%	22
21	CCN(CC)C(=O)C1CCC(C)(C(=O)O)C1(C)C (stereo unspecified)	.	1	1.8%	-5%	i	3.6%	-6%	.	0.6	8	-2%	8
22	OCCC1CN(Cc2cnn(-c3ccccc3Cl)c2)CCN1Cc1ccsc1 (stereo unspecified)	699	1.1	0.2%	7%	i	0.4%	9%	2	0.3	-11	6%	7
23	O=C(Nc1nc(-c2nc3ccccc3s2)cs1)C1CC1	579	1	-1.7%	4%	i	-1.6%	15%	-23	1.4	7	10%	0
24	O=C(N1CCN(c2ccc(F)cc2)CC1)C12CC3CC(CC(C3)C1)C2	.	1.1	-1.2%	2%	i	-0.1%	10%	.	0.2	5	10%	-2
25	COc1ccc(Nc2nc3ccccc3nc2C)cc1	.	1.1	0.5%	10%	i	0.1%	-4%	.	7.1	-5	13%	-17
26	CCNC(=S)N/N=C/c1c(C)nn(-c2cccc(Cl)c2)c1Cl	712	1	-3.4%	2%	i	5.4%	4%	27	0.2	-8	-3%	-5
27	Cc1n(CC(=O)c2ccc(F)cc2)c2ccccc2[n+]1C	680	1	-0.4%	3%	i	-0.2%	-2%	-5	0.5	-15	3%	10
28	Cc1ccc(C(=O)c2c(NC(=O)c3ccccc3)sc(C)c2C)cc1	.	1	9.0%	8%	i	2.0%	60%*	.	0.5	44	19%	2
29	COc1ccc(NC(=O)N2CCN(c3cccc(C(F)(F)F)c3)CC2)cc1OC	.	1	-1.2%	0%	i	3.2%	2%	.	7.1	13	5%	6
30	Cc1ccc(NC(=O)NNC(=O)C2CC(c3cccnc3)=NO2)cc1 (stereo unspecified)	.	1.3	-0.4%	0%	i	0.1%	-4%	.	1.1	-10	-3%	8
31	COC(=O)C1=C(C)N(c2ccc(OC)c(OC)c2)C(=O)/C1=C\c1ccco1	489	1	1.7%	3%	i	0.1%	-5%	30	0.3	26	-4%	12
32	O=c1c2c([nH]c3ccccc13)CCCCCC2	683	1.1	-2.0%	8%	i	-1.1%	14%	0	0.2	15	11%	14
33	O=C(NN1C(=O)C2C(C1=O)C1C=CC2C12CC2)c1ccccc1 (stereo unspecified)	635	1.2	-0.1%	0%	i	0.0%	0%	10	0.4	4	6%	2
34	COc1cc(OC)c(C2C(C#N)=C(N)OC3=C2C(=O)CC(C)(C)C3)cc1OC (stereo unspecified)	749	1.1	-2.0%	3%	i	3.3%	27%	5	0.9	-16	20%	21
35	Cn1c(-[n+]2c(-c3ccccc3)cc(-c3ccccc3)cc2-c2ccccc2)nc2cc([N+](=O)[O-])ccc21	565	1	6.2%	12%	i	0.2%	18%	9	0.5	34	-5%	-6
36	CNc1ncc(C(=O)c2ccc(Cl)c(Cl)c2)s1	.	1	-1.7%	1%	i	0.1%	-9%	.	0.3	19	-4%	10
37	O=C(CCNS(=O)(=O)c1cccc2nonc12)NC1CCCCCC1	713	1.1	-5.3%	-8%	i	-0.3%	3%	16	0.2	-4	-2%	0
38	O=C(O)CCCNc1ccc(S(=O)(=O)N2CCCCC2)cc1	719	1.1	1.2%	3%	i	0.1%	-4%	-14	0.1	0	-7%	9
39	Cc1ccc(-c2nn(CC(=O)NCc3ccccn3)c(=O)c3ccccc23)cc1S(=O)(=O)N(C)C	727	1	-1.3%	3%	i	.	-28%	28	0.5	-43	-23%	-5
40	Cc1nnc(NCc2ccncc2)c2ccccc12	.	1	-1.9%	3%	i	0.6%	-4%	.	2.0	-12	-2%	0
41	Cc1cc(C)c2c(n1)nn1c(N3CCN(Cc4ccccc4)CC3)cc(C)nc21	.	1.2	5.1%	.	i	0.1%	-4%	.	0.8	.	-3%	.
42	Cc1c(Cl)cnc(NC(=O)CSc2nnc(C)n2Cc2ccccc2)c1Cl	758	1.1	4.5%	6%	i	0.1%	0%	-5	0.5	10	-2%	9
43	Cc1ccccc1N=C1NC(=O)CS1	.	1.1	-1.2%	6%	i	1.3%	0%	.	0.4	-11	2%	2
44	CC(C)CNC(=O)c1c(N)n(/N=C/c2ccccn2)c2nc3ccccc3nc12	693	1	-2.5%	8%	i	2.4%	10%	8	0.1	35	4%	-13
45	CC(C)c1nn2c(=O)cc(O)nc2s1	663	1	-2.7%	-2%	i	1.1%[50 µM]	8%	-4	0.2	-10	2%	-7
46	COc1cccc(NC(=O)N(Cc2cc3cc(C)cc(C)c3[nH]c2=O)CC2COCCO2)c1 (stereo unspecified)	.	1.1	1.3%	8%	i	9.0%	-2%	.	0.8	0	-2%	26
47	CCN(CC)c1ccc(-c2nn3c(-c4n[nH]c5c4CCC5)nnc3s2)cc1	.	1.4	0.7%	10%	.	0.2%	7%	.	.	24	7%	29
48	COC(=O)Oc1ccc(/C=C/C(=O)OC(C)C)cc1OC(=O)OC	450	0.9	4.3%	3%	i	1.6%	19%	-4	0.4	-1	8%	1
49	O=C(CCl)NN1C(=O)NC2(CCCCC2)C1=O	735	1	.	-1%	i	1.1%	-13%	2	0.5	15	-2%	7
50	CCCCCCn1c(CN2CCCC(C)C2)nc2c1c(=O)n(C)c(=O)n2C (stereo unspecified)	638	0.9	-1.7%	4%	i	0.4%	7%	-10	0.3	4	0%	5
51	CCCNC1=CC(=O)CC(C)(C)C1	765*	1	0.1%	-5%	i	2.4%[50 µM]	-1%	57*	0.2	-6	-2%	-9
52	CC(=O)Nc1ccc(S(=O)(=O)N2CCNC(=O)CC2)cc1	790	1.1	0.4%	4%	i	0.7%	-1%	-1	0.6	-8	-2%	3
53	CN(Cc1ccccc1)C(=O)c1ccc([N+](=O)[O-])o1	475	1.1	-1.6%	-1%	i	-0.5%	22%	-42	0.7	21	11%	11
54	COc1ccccc1CNC(=O)CCNC(=O)Cn1cnc2ccccc2c1=O	.	1.1	0.7%	9%	i	0.9%	4%	.	3.3	-19	3%	-7
55	COc1cc(/C=N/n2c(C)nnc2C)cc(OC)c1OC	735	1.1	1.3%	13%	i	4.8%	5%	-4	0.6	-11	6%	-3
56	CS(=O)(=O)Nc1ccccc1C(=O)Nc1cccc(Cl)c1	700	1	-1.1%	9%	i	-4.2%	2%	6	8.6	6	2%	-16
